Screening data deposited in PubChem BioAssay by Johns Hopkins Ion Channel Center.
CHT allo act = CHT positive allosteric modulators, primary screen, cell-based, membrane potential dye, choline EC20; High affinity choline transporter 1 (Homo sapiens), Q9GZV3; CHT-expressing cells; stronger effect = higher value; LV-AA mutant CHT in HEK293 cells; B-score at 10 µM; 0.49% of 310,000 active; AID 488977, 2010;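 active means initial fluorescence not abnormally high and integrated response B-score, plate-corrected, over 3 SD above library mean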
Target sequence (Q9GZV3 whole entry, looked up): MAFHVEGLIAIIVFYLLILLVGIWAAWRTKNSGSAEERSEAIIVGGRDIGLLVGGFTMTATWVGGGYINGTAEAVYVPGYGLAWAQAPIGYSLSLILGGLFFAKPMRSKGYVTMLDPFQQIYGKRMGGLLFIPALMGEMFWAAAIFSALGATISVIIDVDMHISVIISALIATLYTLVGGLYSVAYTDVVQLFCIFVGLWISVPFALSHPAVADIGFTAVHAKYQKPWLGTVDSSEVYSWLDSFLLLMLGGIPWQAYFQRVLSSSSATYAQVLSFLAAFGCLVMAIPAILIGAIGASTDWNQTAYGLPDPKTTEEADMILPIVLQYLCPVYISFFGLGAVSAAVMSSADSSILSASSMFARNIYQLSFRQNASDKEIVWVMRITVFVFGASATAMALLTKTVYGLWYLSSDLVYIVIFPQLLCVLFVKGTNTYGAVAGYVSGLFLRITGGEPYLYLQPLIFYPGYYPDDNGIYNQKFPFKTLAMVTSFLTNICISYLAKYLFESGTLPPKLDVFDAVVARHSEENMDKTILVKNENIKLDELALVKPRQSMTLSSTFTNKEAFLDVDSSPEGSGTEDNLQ
CHT inh = inhibitors of human choline transporter CHT. CHT-expressing cells, membrane potential dye, choline response; stronger effect = lower value. 0.86% of 310,000 active. B-score at 10 µM;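 active means B-score over 3 SD under the library average, and starting fluorescence ratio not unusually high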;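 further: choline stimulus applied at its EC90 after an EC20 pre-addition; B-score computed on integrated fluorescence ratio after choline addition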
Active calls of the source: *; i = inactive.

SMILES	CHT allo act	CHT inh
CNc1nc(C(=O)O)nc(N2CCOCC2)n1	i	i
CCC(NC(=O)OC(C)(C)C)C(=O)Oc1ccc2c3c(c(=O)oc2c1)CCC3 (centres undefined)	i	i
Cc1ccc(C(=O)N/C(=C/c2ccccc2)C(=O)NCC2CCCO2)cc1 (centres undefined)	i	i
CN1CC[n+]2cnc3ccccc3c21	12.1*	i
C=CCc1cc(C=O)cc(OC)c1OCc1ccc(Cl)cc1	i	i
CN(CCc1ccccn1)C(=O)Nc1ccc(C(C)(C)C)cc1	i	i
C=CCn1c(SCC(=O)NCCO)nc2sc(C)c(C)c2c1=O	i	i
CN(C)CCNc1c2c(nc3nnnn13)CCCC2	i	i
CCN(CC)C(=O)CSc1nc2ccccc2c(=O)n1CC	i	i
O=c1cc(CSc2ccc(Cl)cc2)nc(-c2ccccn2)[nH]1	i	i
Cc1c(Cl)cccc1NC(=O)CCC(=O)NNC(=O)CCC(=O)O	i	i
CN(C)C(=O)CSC1c2ccccc2C(=O)N1c1ccccc1 (centres undefined)	i	i
CCCc1cc(-c2n[nH]c(=S)n2CC(C)C)cs1	i	i
COc1ccc(C(=O)/C=C/Nc2ccc([N+](=O)[O-])cc2)cc1	i	i
Cc1ccc(NC(=O)CC2NCCNC2=O)cc1Cl (centres undefined)	i	i
O=C(N/N=C/c1ccc(F)cc1)c1cc(-c2ccc3c(c2)OCO3)n[nH]1	i	i
S=C(Nc1ccc(Cl)c(Cl)c1)N1CCCC1	i	i
O=C(CCC(=O)N1CCOc2ccccc21)N1CCOCC1	i	i
CCOc1ccc(Cn2nnc(C(=O)NCc3ccccc3)c2N)cc1	i	i
COC(=O)Nc1sc2c(c1C(N)=O)CCCCCC2	i	i
CSCC(=O)N1CCc2ccc(NC(=O)c3ccccc3Cl)cc2C1	i	i
CCN(CC)C(=O)Nc1ccc(Br)cc1	i	i
O=C(CC(=O)Nc1ccccc1F)Nc1ccccc1F	i	i
CC(C)NC(=O)NS(=O)(=O)c1cnccc1NC1CC2CCC1C2 (centres undefined)	i	i
CCOc1cc2[nH]c(=S)n(CCOC)c(=O)c2cc1OCC	i	i
O=C(CNc1ccc2c(c1)OCO2)N/N=C\c1cn(Cc2ccccc2)c2ccccc12	i	i
Cc1nc(SCC(=O)c2ccc(F)c(F)c2)[nH]c(=O)c1Oc1ccc(Cl)cc1	i	i
COc1ccc(CNCC(O)(c2ccccc2)c2ccccc2)cc1OC	i	i
COCCN(C(=S)Nc1c(C)cc(C)cc1C)C(C)c1cccnc1 (centres undefined)	i	i
Cc1cc(C)c2ccc(C(=O)O)nc2c1O	i	i
COc1ccc(-c2nnnn2C)cc1S(=O)(=O)NCc1ccccc1	i	i
CC(C)OCCCNC(=O)c1cc2c(=O)n(C)c3ccccc3c2n1C	i	i
O=c1c2ccccc2[nH]c(=S)n1CCCN1CCOCC1	i	i
Brc1ccc2nc(N3CCN(c4ccccc4)CC3)sc2c1	i	i
COc1ccc(/C=C/C(=O)NC(=S)N2CCN(c3ccccn3)CC2)cc1OC	i	i
O=C(N1CCN(c2ccccc2F)CC1)C1(c2cccs2)CCOCC1	i	i
CCn1c(SCC(=O)N2CCN(c3ccccc3)CC2)nnc1-c1cc2cc(Cl)ccc2o1	i	i
CNC(=O)c1ccccc1NC(=O)c1cccc(S(=O)(=O)N2CCCCC2)c1	i	i
CCn1cc(C(=O)NC2CCCCCC2)c2cc(OC)c(OC)cc2c1=O	i	i
O=C(C1CCCO1)N1CCN(C(c2ccccc2)c2ccccc2)CC1 (centres undefined)	i	i

Part of the list above in order of number of heavy atoms, falling.
SMILES	CHT allo act	CHT inh
COc1ccc(/C=C/C(=O)NC(=S)N2CCN(c3ccccn3)CC2)cc1OC	i	i
CNC(=O)c1ccccc1NC(=O)c1cccc(S(=O)(=O)N2CCCCC2)c1	i	i
CCn1cc(C(=O)NC2CCCCCC2)c2cc(OC)c(OC)cc2c1=O	i	i
O=C(N1CCN(c2ccccc2F)CC1)C1(c2cccs2)CCOCC1	i	i
COc1ccc(-c2nnnn2C)cc1S(=O)(=O)NCc1ccccc1	i	i
Brc1ccc2nc(N3CCN(c4ccccc4)CC3)sc2c1	i	i
O=c1c2ccccc2[nH]c(=S)n1CCCN1CCOCC1	i	i

Carrying on.
SMILES	CHT allo act	CHT inh
CCOC(=O)C1=C(CN2CCCCCC2)NC(=O)NC1c1cccc([N+](=O)[O-])c1 (centres undefined)	i	i
COc1ccc(CC(=O)Nc2ccccc2-c2ccccc2)cc1OC	i	i
COc1ccc(C2C3=C(N=C4SCC(=O)N42)c2ccccc2CC3)cc1OC (centres undefined)	i	i
COc1ccc(Cl)cc1NC(=S)N1CCN(S(C)(=O)=O)CC1	i	i
COc1ccc(N=C2S/C(=C\c3ccc(C)o3)C(=O)N2CC(C)C)cc1	i	i
Cc1ccsc1/C=C/c1ccc2ccccc2n1	i	i
CN(C)c1ccc(P(=O)(OCc2ccccc2)C(O)c2ccccc2F)cc1 (centres undefined)	i	i
NS(=O)(=O)c1ccc(N/C=C\C(=O)c2ccc3ccccc3c2)cc1	i	i
CCN(CC)C(=O)C1CCCN(Cc2ccc(OC)c(C)c2)C1 (centres undefined)	i	i
Brc1ccc(N=Cc2ccccn2)cc1	i	i
COC(=O)CSc1nnc(-c2ccoc2C)n1-c1ccc(OC)cc1	i	i
COc1ccc(/C=C/C(=O)OCC(=O)NCCNC(=O)COC(=O)/C=C/c2ccc(OC)cc2)cc1	i	i
Cc1ccccc1OCC(=O)Nc1ccc2c(c1)C(=O)c1ccccc1C2=O	i	i
COC(=O)c1ccc(NC(=O)CN2C(=O)CCC2=O)cc1	i	i
O=[N+]([O-])c1ccccc1S(=O)(=O)N1CCN(C2CCCC2)CC1	i	i
Cc1cc(C)cc(OCC(=O)NN2Cc3ccccc3C2=N)c1	i	i
COc1ccc(C)cc1N(C(=O)c1snc(C(N)=O)c1N)C(C(=O)NC1CCCC1)c1ccc(F)cc1 (centres undefined)	i	i
O=C(NC1CCCCC1)C(c1ccccc1)N(C(=O)c1csnn1)C1CCCC1 (centres undefined)	i	i
O=C(COc1ccc(-c2ccccc2)cc1)N/N=C/c1ccccc1Br	i	i
C=CCn1c(SCC(=O)NCc2ccco2)nc2sc(C)c(C)c2c1=O	i	i
COC(=O)C1SCC2C(=O)N(Cc3ccc(Cl)cc3)CC(=O)N21 (centres undefined)	i	i
O=C(N[C@H]1CCCCNC1=O)c1cc(COc2ccc(F)cc2F)on1	i	i
COC(=O)c1cn(C(=O)c2ccccc2Cl)c2ccccc12	i	i
CCOc1ccc(C(=O)C(C)OC(=O)c2nc(Cl)ccc2Cl)cc1 (centres undefined)	i	i
N#Cc1ccc(Oc2ccc(S(=O)(=O)N3CCCCC3)cn2)cc1	i	i
CCOc1ccc(S(=O)(=O)/N=C(/Nc2ccc(OC)cc2)c2ccccc2)cc1	i	i
COc1cc(NC(=S)NC2CC(C)(C)NC(C)(C)C2)cc(OC)c1	i	i
COc1ccc(CN(C)C(=O)c2[nH]c(C)c(C(C)=O)c2C)cc1F	i	i
C(=N\Nc1nc(N2CCOCC2)nc(N2CCOCC2)n1)/c1ccco1	i	i
CCOC(=O)N1CCC(NC(=O)CC2C(=O)NCCN2Cc2cccc(F)c2F)CC1 (centres undefined)	i	i
Cc1sc2nc(CSCC(=O)Nc3c(F)cccc3F)[nH]c(=O)c2c1C	i	i
Cc1[nH]nc2c1/C(=N\O)CCC2	i	i
COC(=O)Cc1csc(NCc2ccccc2)n1	i	i
CC(C)Cc1ccc(C(=O)Nc2ccc(Cc3ccncc3)cc2)o1	i	i
COc1ccc(C(=O)NN/C(=N/S(=O)(=O)c2ccc(C)cc2)c2ccccc2)cc1	i	i
CC(=O)Nc1ccccc1NC(=O)C/C(C)=N/NC(=O)C(=O)N1CCCCC1	i	i
O=C(COC(=O)Cc1ccccc1[N+](=O)[O-])NCC1CCCCC1	i	i
COc1ccccc1NC(=O)N1CCC(C(=O)c2ccc(F)cc2)CC1	i	i
Cn1c(=O)[nH]c(=O)c2c1nc(NCc1ccccc1)n2Cc1ccc(F)cc1	i	i
CN(CCCC(=O)Nc1ccc(Br)cc1F)S(=O)(=O)c1ccccc1	i	i

Complete entries from above.
O=C(COC(=O)Cc1ccccc1[N+](=O)[O-])NCC1CCCCC1 is listed as CHT allo act = i; CHT inh = i
COc1ccccc1NC(=O)N1CCC(C(=O)c2ccc(F)cc2)CC1 is listed as CHT allo act = i; CHT inh = i

New compounds follow
SMILES	CHT allo act	CHT inh
O=C(NC1CCCCC1)N1CCCC(CNS(=O)(=O)Cc2ccccc2)C1 (centres undefined)	i	i
CC1CCN(C2=NC(=O)/C(=C/c3ccccc3F)S2)CC1	i	i
O=C(Nc1ccc(-c2cn3ccccc3n2)cc1)c1ccc(Cl)cc1	i	i
CCC(=O)N(CCC1(C(C)C)CCOC(C)(C)C1)Cc1ccco1 (centres undefined)	i	i
NC(=O)c1cc([N+](=O)[O-])ccc1NCC1CCCCC1	i	i
CN(C)CC(C)(C)CNC(=O)C1CCN(CCCc2ccccc2)CC1	i	i
Cc1cc(NC(=O)c2cc(-c3cccc(OCC(C)C)c3)nc3ccccc23)no1	i	i
CCc1ccccc1N1C(=O)CN(Cc2cc(OC)c(OC)c(OC)c2)C1=S	i	i
CCCOc1ncnc2c1[nH]c1ccc(OC)cc12	i	i
O=C(CN1CCOCC1)Nc1cccc(C(=O)Nc2cccc(C(F)(F)F)c2)c1	i	i
NC(=O)COC(=O)CN1C(=O)C2CCCCC2C1=O (centres undefined)	i	i
CCC1CCCCN1CCCNC(=O)c1cc2c(Cl)nc3ccccc3c2s1 (centres undefined)	i	i
CNC(=O)CSc1nc2sccc2c(=O)n1-c1ccccc1	i	i
CCCOC(=O)Nc1ccc(S(=O)(=O)Nc2ncccn2)cc1	i	i
COC(=O)[C@]1(C)N[C@H](c2ccc(SC3CCCCC3)cc2)[C@@H]2C(=O)N(C)C(=O)[C@@H]21	i	i
O=C(O)/C=C/C(=O)NCCC1=CCCCC1	i	i
COc1ccc(OCC(O)CNS(=O)(=O)c2ccc(NC(C)=O)cc2)cc1 (centres undefined)	i	i
CC1OC(OC2C(Oc3c(-c4ccc(O)cc4)oc4cc(O)cc(O)c4c3=O)OC(COC3O[C@@H](C)[C@H](O)[C@@H](O)C3O)C(O)C2O)C(O)C(O)C1O (some centres undefined)	i	i
Cc1nnc(NC(=O)c2ccc(S(=O)(=O)N3CCCCCC3)cc2)o1	i	i
CCc1nc2ccc(Cc3ccc4nc(CC)[nH]c4c3)cc2[nH]1	7.11*	i

Given field by field: three of the compounds above
Molecule: C=CCn1c(SCC(=O)NCc2ccco2)nc2sc(C)c(C)c2c1=O
- CHT allo act: i
- CHT inh: i
Molecule: CCC1CCCCN1CCCNC(=O)c1cc2c(Cl)nc3ccccc3c2s1 (centres undefined)
- CHT allo act: i
- CHT inh: i
Molecule: CCOc1cc2[nH]c(=S)n(CCOC)c(=O)c2cc1OCC
- CHT allo act: i
- CHT inh: i

Next part
SMILES	CHT allo act	CHT inh
OC1(c2ccc(F)cc2)CCN(Cc2ccccc2)C1 (centres undefined)	i	i
Cc1ccc(S(=O)(=O)NCCCCCC(=O)Nc2nccs2)cc1	i	i
CC(C)n1c(O)c(N=NC(=O)c2ccccc2NS(=O)(=O)c2cccs2)c2ccccc21	i	i
NC(=O)c1c(NC(=O)CSc2nc(N)cc(=O)[nH]2)sc2c1CCCC2	i	i
Cn1c(=O)c2c(nc(Oc3ccccc3Cl)n2C)n(C)c1=O	i	i
C=CCC1(CC=C)CCCN1C(=O)C1CCC(=O)N(CCc2ccc(Cl)cc2)C1 (centres undefined)	i	i
Cc1ccc(OCC(=O)NCCS(=O)(=O)N2CCN(c3ccccc3)CC2)cc1	i	i
CCN(CC)C(=O)C1CCN(c2ncnc3c2cnn3-c2ccc(C)cc2C)CC1	i	i
COC(=O)c1cc(=O)n(Cc2ccccc2)c(=NCc2ccccc2)s1	i	i
COc1ccc(Cl)cc1Nc1nc(C)cc(=O)[nH]1	i	i
CCOC(=O)CSc1nc2cc(C(=O)NCc3ccco3)ccc2c(=O)n1C1CCCCC1	i	i
CCOC(=O)c1cn(-c2ccccc2)nc1-c1cccnc1	i	i
CCOC(=O)N1CCN(C(=O)c2ccc3c(=O)n(-c4cc(OC)ccc4OC)c(=S)[nH]c3c2)CC1	i	i
O=S(=O)(c1ccc(Cl)cc1)N1CCN(c2ccc(N3CCOCC3)nn2)CC1	i	i
Cc1cc(=O)[nH]c2c1c(C)nn2C(C)(C)C	i	i
Cc1ccc(-n2c(C)cc(/C=N/NC(N)=S)c2C)cc1	13.9*	i
O=C(Cc1ccccc1)NC(NC(=S)Nc1cc(Cl)ccc1Cl)C(Cl)(Cl)Cl (centres undefined)	i	i
COC(=O)c1[nH]c2c(c1C)C(=O)CC(c1ccc(OC)c(OC)c1)C2 (centres undefined)	i	i
Brc1ccc(N=C(c2ccccc2)c2ccncc2)cc1	i	i
CN(CC(=O)Nc1ccccc1)CC(=O)Nc1ccc(F)cc1	i	i
O=S(=O)(NCc1ccccc1)NCc1ccccc1F	i	i
CN(c1ccccc1)S(=O)(=O)c1ccc(C(=O)NCCc2ccccc2)cc1	i	i
Oc1[nH]c2ccccc2c1OCc1ccncc1	i	i
O=C(O)c1ccc2ncsc2c1	i	i
COc1ccc(C2/C(=C(\O)c3cccc(OC)c3)C(=O)C(=O)N2c2ccccn2)cc1 (centres undefined)	i	i
Fc1ccc(C(CNC(=S)NC2CCCCC2)N2CCOCC2)cc1 (centres undefined)	i	i
Cc1csc(-c2cnn(-c3ccccc3)c2NC(=O)c2ccc(C(F)(F)F)cc2)n1	i	i
COc1ccc(NC(=O)CSc2nnc(C3CC3)n2N)cc1	i	i
O=S(=O)(Cc1ccccc1Cl)NCCc1ccccc1	i	i
